# A549 tox: kills or reduces viability of A549 cells in Nrf2 counter-screen | actives 0.16% (n = 390,000) | Potency, µM (highest dose often 46 µM), for the others: at the top dose activity change, negative = cytotoxicity, most hits filed as inhibitors | A549 ARE-Fluc cells, CellTiter-Fluor viability, 18-24 h; note: % is set by controls: 0 for no effect and ±100 for the full control effect
#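 A549 ARE_Fluc cells in 5% FBS OPTI-MEM were exposed to compounds in concentration-response for 18-24 h at 37 deg C. Viability was read by CellTiter-Fluor fluorescence (Ex 405/Em 525) after 30 min, before the luciferase read.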
# MCF10A rerep: DNA re-replication induction in MCF 10a cells. MCF 10A DNA re-replication, Hoechst nuclear intensity, 48 h. Potency, µM (series often up to 46.1 µM), for inactives: at the top dose activity, positive = re-replication, hits mostly activators. actives 2.9% (n = 350,000). AID 624296; note: % of control where 0% means no effect; nearly all actives have a fitted effect of over 50% in size
# Nrf2 inh: Nrf2 pathway inhibition; AID 504444; Potency, µM (top dose mostly 46 µM), for the others: at the top dose activity change, negative = inhibition, most hits filed as inhibitors; actives 2.1% (n = 360,000); A549 ARE-Fluc reporter, luciferase luminescence, 18-24 h; note: % is set by controls: 0 for no effect and ±100 for the full control effect; nearly all actives have a fitted effect of over 60% in size
#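 In this cell-based qHTS, ARE-driven firefly luciferase in A549 cells reports Nrf2 activity; the luminescent signal after BugLite lysis is the measured value, with a prior CellTiter-Fluor read for cell health.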
# EPAC2 antagonist: antagonists of human EPAC2 | EPAC2 GEF exchange of Rap1B-BODIPY-GDP, fluorescence | Potency, µM (top dose mostly 114 µM), for inactives: at the highest dose activity, negative = inhibition, usual class: inhibitors | Q8WZA2 | actives 0.18% (n = 360,000); note: % is set by controls: 0 for no effect and ±100 for the full control effect; nearly all actives have a fitted effect of over 45% in size; many of its hits are not listed in these tables
# Target sequence (Q8WZA2 whole entry, looked up): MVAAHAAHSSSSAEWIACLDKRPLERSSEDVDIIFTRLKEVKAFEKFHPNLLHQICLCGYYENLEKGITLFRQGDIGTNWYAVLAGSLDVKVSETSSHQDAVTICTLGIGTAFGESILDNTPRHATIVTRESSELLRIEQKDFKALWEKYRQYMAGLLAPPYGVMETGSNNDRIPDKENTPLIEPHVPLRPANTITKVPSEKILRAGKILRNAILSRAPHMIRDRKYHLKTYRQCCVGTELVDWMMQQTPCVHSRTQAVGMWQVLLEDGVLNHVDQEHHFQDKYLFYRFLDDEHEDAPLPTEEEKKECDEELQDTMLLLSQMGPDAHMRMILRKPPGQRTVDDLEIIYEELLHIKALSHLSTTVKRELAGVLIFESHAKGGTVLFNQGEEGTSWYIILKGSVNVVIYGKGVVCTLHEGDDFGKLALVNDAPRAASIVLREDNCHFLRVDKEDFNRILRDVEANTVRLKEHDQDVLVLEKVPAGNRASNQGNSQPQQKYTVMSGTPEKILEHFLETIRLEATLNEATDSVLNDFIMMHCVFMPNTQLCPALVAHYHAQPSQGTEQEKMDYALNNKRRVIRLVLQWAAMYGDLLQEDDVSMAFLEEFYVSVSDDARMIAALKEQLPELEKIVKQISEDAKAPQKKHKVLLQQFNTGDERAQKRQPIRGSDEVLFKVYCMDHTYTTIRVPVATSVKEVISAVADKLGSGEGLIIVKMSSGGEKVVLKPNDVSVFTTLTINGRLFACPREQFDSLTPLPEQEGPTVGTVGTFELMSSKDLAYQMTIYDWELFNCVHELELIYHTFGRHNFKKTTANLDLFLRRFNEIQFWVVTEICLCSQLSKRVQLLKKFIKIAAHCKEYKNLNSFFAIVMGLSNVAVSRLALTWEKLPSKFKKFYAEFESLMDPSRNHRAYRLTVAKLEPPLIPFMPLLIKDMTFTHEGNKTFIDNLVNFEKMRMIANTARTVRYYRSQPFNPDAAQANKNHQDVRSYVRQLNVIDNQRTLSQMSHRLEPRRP
# ATXN viability: viability counter-screen for ATXN expression inhibitors; AID 651635; actives 0.49% (n = 400,000); S2 cells (HEK-293 line with an ATXN2-luciferase reporter) viability, CellTiter-Fluor protease fluorescence, 24 h; Potency, µM (series often up to 56.7 µM), most hits filed as cytotoxic; note: nearly all actives have a fitted effect of over 40% in size
# TGFb inhibitor: blocks TGF-b signaling. HepG2 CAGA-GFP TGF-b/SMAD3 reporter, GFP fluorescence, 18 h; TGF-beta stimulated, 500 pg/mL final. Potency, µM (top dose mostly 46.1 µM), for inactives: at the highest dose activity, negative = inhibition, actives largely listed as inhibitors. actives 1.2% (n = 410,000). AID 588855; note: % is set by controls: 0 for no effect and ±100 for the full control effect; nearly all actives have a fitted effect of over 65% in size
#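 Per well, imaged GFP fluorescence of HEPG2 CAGA-GFP cells gives the signal; cells get compound, then TGF-beta (500 pg/mL final), 18 h at 37 degrees C; %Activity versus -TGF-beta and +DMSO controls.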
# ATXN2 expr inh: reduces ATXN2 reporter expression in HEK-293 cells | Potency, µM (highest dose often 57 µM), without a hit: at the top dose activity change, negative = inhibition, usual class: inhibitors | actives 0.72% (n = 360,000) | HEK-293 ATXN2-luciferase reporter, luminescence, 24 h | AID 1745845; note: % is set by controls: 0 for no effect and ±100 for the full control effect; nearly all actives have a fitted effect of over 55% in size
#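 ATXN2-luciferase reporter cells (luciferase flanked by upstream and downstream ATXN2 gene portions) were treated 24 h at 37 °C with compounds at up to 57 uM. SteadyGlo luminescence gave expression; GF-AFC fluorescence gave viability.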
# Nrf2 activator: Nrf2 pathway activation; AREc32 ARE-luciferase reporter (MCF7-derived line), luminescence, 24 h; Potency, µM (top dose mostly 46.1 µM), without a hit: at the highest dose activation, most hits filed as activators; actives 0.31% (n = 410,000); AID 624171; note: % of control where 0% means no effect; nearly all actives have a fitted effect of over 65% in size
#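 ARE-driven firefly luciferase activity in AREc32 cells measured after a 24 hr compound exposure at 37 deg C, using Steady-Glo reagent and a 30 min room-temperature hold.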
# HepG2 tox: kills HepG2 cells in TGF-b inhibitor counter-screen; HepG2 CAGA-GFP viability, ATP luminescence, 18 h; Potency, µM (series often up to 46.1 µM), for the others: at the highest dose activity change, negative = cytotoxicity, hits mostly cytotoxic; actives 0.76% (n = 410,000); note: some results filed as inactive show a strong effect at the top dose
#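 CellTiter-Glo luminescence gave cytotoxicity after 18 hours at 37 degrees C. The cells were HepG2 CAGA-GFP in 1% FBS DMEM, stimulated with 500 pg/mL TGF-beta after compound addition. %Activity was normalised to no-cell wells (complete cell-killing) and DMSO (no toxicity), and curves were fitted and classified.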
# * hit, by the source's call; i = inactive; ? = inconclusive; . = no result given; & = joins results of further samples; [ ] = dose if it differs, or a comment. Calls come from the whole dose curve; as a rule, active = well fitted curve in the direction sought with a large enough effect; inconclusive = small, poorly fitted or top-dose-only effect, or another doubt; inactive = no such curve, though single readings can be large; an effect the other way counts as inactive or inconclusive. Potency is the fitted concentration of half-maximal effect.
SMILES,A549 tox,MCF10A rerep,Nrf2 inh,EPAC2 antagonist,ATXN viability,TGFb inhibitor,ATXN2 expr inh,Nrf2 activator,HepG2 tox
COc1cc(CN2CCCCCC2)c([N+](=O)[O-])cc1OC,-1%,7%,3%,9%,i,-3%,.,-0.2%,-9%
CCCOc1ccc(NC(=O)C2CCCNC2=O)cc1 (centres undefined),-7%,6%,6%,9%,i,14%,10%,0.8%,4%
Cc1ccc(Cn2c(C3CCCN3c3nc(C)cs3)nc3cc(C(F)(F)F)ccc32)cc1 (centres undefined),0%,15%,-16%,-14%,?,?,?,1.3%,-5%
COc1ccc(CCNC(=O)CCc2cn(Cc3ccc(F)cc3)c3ccccc23)cc1OC,-1%,.,?,.,.,?,.,3.0%,-13%
COc1ccc(OC)c(-n2nnnc2SCC(=O)NCc2ccc3c(c2)OCO3)c1,-3%,?,-11%,-1%,i,-18%,2%,0.4%,-17%
Cc1cccc(Cn2nc(C)cc2NC(=O)CCCn2ccc([N+](=O)[O-])n2)c1,5%,-30%,-15%,-3%,i,-16%,0%,-0.4%,-6%
Cn1ncc(C#N)c1NC(=O)C1CC(c2ccccc2Cl)=NO1 (centres undefined),3%,1%,8%,4%,i,0%,0%,-1.2%,-1%
CC(=O)Nc1ccc(-c2ccnc3c2CC(C)(C(=O)NCc2ccc(N4CCN(C)CC4)cc2)O3)cc1 (centres undefined),.,.,.,18%,i,-4%,16%,1.7%,-9%
COc1ccc(C(O)Cn2c(=N)n(CCCN(C)C)c3ccccc32)cc1 (centres undefined),?,28%,.,-1%,i,0%,-29%,-0.3%,-10%
CCCC(=O)Nc1nnc(SCC)s1,-1%,?,2%,26%,i,2%,4%,2.7%,-2%
CC1=NN(c2ccccc2)C(=O)/C1=C\C=C1/N(C)c2ccccc2C1(C)C,?,?,?,?,?,-4%,-17%,0.1%,-2%
Cc1ccn2c(=O)nc(SCC(=O)N3CCCC3)nc2c1,2%,-3%,19%,-4%,i,?,3%,-0.4%,0%
CCOc1cccc(C2c3c(oc4ccc(F)cc4c3=O)C(=O)N2CCOC)c1 (centres undefined),6%,.,1%,.,.,?,.,-0.1%,-27%
COc1ccc(CCNC(=O)c2cnc3ccccn3c2=O)cc1,1%,-1%,17%,1%,i,7%,35%,0.3%,-1%
COc1cccc(CNC(=O)CN2C(=O)CSc3ccc(S(=O)(=O)N4CCCC4)cc32)c1,-1%&4%,2%,-10%&30%,11%,i,4%&0%,-28%,-0.8%&-0.2%,7%&-17%
COc1cccc(CN2CCN(C(=O)c3cccc4ccccc34)CC2)c1,-1%,1%,-25%,-16%,i,?,-18%,0.4%,-1%
CC(C)C#Cc1cnc2c(c1)C(=O)N([C@H](C)CO)C[C@@H](C)[C@H](CN(C)C(=O)Nc1ccccc1F)O2,.,.,.,-5%,i,-2%,9%,-0.3%,-15%
COc1cc(NC(=O)C2CCCN(c3ncnc4c3nc3n4CCCCC3)C2)cc(OC)c1OC (centres undefined),2%,7%,?,0%,i,8%,7%,2.3%,-8%
COc1ccc(-c2ncnc(C(F)(F)F)c2-c2csc(C)n2)c(O)c1,0%,-9%,7%,6%,i,-3%,5%,-0.2%,-1%
Nc1ccc(Br)cc1Br,-3%,?,?,-17%,i,-7%,.,-0.3%,1%

# Given as tab-separated lines: entries from further up
Structure	A549 tox	MCF10A rerep	Nrf2 inh	EPAC2 antagonist	ATXN viability	TGFb inhibitor	ATXN2 expr inh	Nrf2 activator	HepG2 tox
Nc1ccc(Br)cc1Br	-3%	?	?	-17%	i	-7%	.	-0.3%	1%
Cc1ccc(Cn2c(C3CCCN3c3nc(C)cs3)nc3cc(C(F)(F)F)ccc32)cc1 (centres undefined)	0%	15%	-16%	-14%	?	?	?	1.3%	-5%

# (continued)
SMILES,A549 tox,MCF10A rerep,Nrf2 inh,EPAC2 antagonist,ATXN viability,TGFb inhibitor,ATXN2 expr inh,Nrf2 activator,HepG2 tox
Cc1ccc(Cl)c(OCC(=O)NCc2ccco2)c1,2%,0%,?,14%,i,?,20%,17%,-7%
COc1ccc(N2C(=O)C(CC(N)=O)N(NC(=O)CCc3ccccc3)C2=O)cc1 (centres undefined),1%,0%,3%,0%,i,-4%,4%,-0.8%,1%
COc1cc(C#Cc2c(-c3cncn3C)n(C)c3ccc(Br)cc23)cc(OC)c1,7%,45%,?,4%,?,?,-10%,-5.6%,-86%
CCCOc1ccc(-c2csc(N)n2)cc1[N+](=O)[O-],11%,-4%,?,-1%,i,-11%,39%[activator],3.5%,-17%
COc1ccc(Cl)cc1NC(=O)C(C)Sc1nnc(C2CC2)n1C1CC1 (centres undefined),-6%,2%,-16%,13%,i,?,-22%,-0.3%,-2%
CN1CCN(c2ccc(CNS(=O)(=O)c3ccccc3)cc2)CC1,-5%,?,12%,-2%,i,-3%,26%,1.9%,11%
C=CCNC(=O)c1onc(CSc2ccccc2)c1C(=O)NCC=C,17%,3%,-21%,-15%,i,3%,-2%,0.6%,-13%
COc1ccc(NC(=O)CN2C(=O)C(C)SC(C)C2=O)c(OC)c1 (centres undefined),10%,6%,26%,2%,i,0%,.,-0.3%,-25%
O=C1Cc2ccccc2C(=O)N1Cc1ccccc1,-7%,-7%,-8%,-5%,i,9%,-2%,2.2%,5%
O=C(CCCC(=O)n1cnc2ccccc21)n1cnc2ccccc21,-2%,9%,7%,3%,?,-8%,2%,-0.6%,6%
COc1ccc2nc(C)cc(Nc3ccc(N4CCN(C)CC4)cc3)c2c1,?,?,10%,-3%,?,-1%,.,-0.6%,0%
Cc1cccc(OCCSc2nc(N)cc(N)n2)c1,0%,?,-7%,-1%,i,-6%,10%,0.2%,-5%
CN(N=Cc1ccccc1)C(=S)Nc1ccccc1,.,.,.,-2%,i,8%,.,0.8%,2%
CCCn1c2ccccc2c2cnn(CC(=O)N(CC)CC)c(=O)c21,6%,5%,?,-7%,i,-2%,-5%,0.0%,2%
Cc1cc(/C=C2\SC(=O)NC2=O)c(C)n1-c1ccc(N(C)C)cc1,1%,?,6%,-2%,i,15%,11%,6.4%,-10%
CC1(C)CC(=O)c2cc(OCC(=O)NCC3CCCO3)ccc2O1 (centres undefined),11%,-27%,.,-1%,i,-4%,29%,0.3%,3%
COCCNC(=O)c1cnn2c(C(F)F)cc(-c3ccc(C)cc3)nc12,0%,2%,0%,-2%,i,-6%,.,0.0%,4%
O=C(OCC(=O)N1CCN(C(=O)c2ccco2)CC1)c1cc(=O)c2ccccc2o1,0%,4%,-18%,4%,i,5%,-8%,0.1%,1%
CCc1nc2ccc(C(=O)NCCCN3CCCC3=O)cn2c1N(CCC(C)C)CCN(C)C,.,.,.,20%,?,30%[activator],-6%,0.3%,3%
CC(C)(C)C(=O)NC(=S)NCc1ccccc1,16%,-35%[inhibitor],-2%,-3%,i,-7%,-2%,0.1%,-11%

# Looked up by compound from above, 3 records:
SMILES,A549 tox,MCF10A rerep,Nrf2 inh,EPAC2 antagonist,ATXN viability,TGFb inhibitor,ATXN2 expr inh,Nrf2 activator,HepG2 tox
CN1CCN(c2ccc(CNS(=O)(=O)c3ccccc3)cc2)CC1,-5%,?,12%,-2%,i,-3%,26%,1.9%,11%
CC1(C)CC(=O)c2cc(OCC(=O)NCC3CCCO3)ccc2O1 (centres undefined),11%,-27%,.,-1%,i,-4%,29%,0.3%,3%
CCc1nc2ccc(C(=O)NCCCN3CCCC3=O)cn2c1N(CCC(C)C)CCN(C)C,.,.,.,20%,?,30%[activator],-6%,0.3%,3%

# Continued:
SMILES,A549 tox,MCF10A rerep,Nrf2 inh,EPAC2 antagonist,ATXN viability,TGFb inhibitor,ATXN2 expr inh,Nrf2 activator,HepG2 tox
NCCCCCNC(=O)c1nc[nH]c1C(=O)NCC(=O)OCc1ccccc1,-2%,15%,4%,2%,i,-3%,5%,-0.8%,-10%
COc1ccc(C(=O)CSc2n[nH]c(=O)[nH]c2=O)cc1,3%,-7%,12%,-4%,i,-10%,.,-0.1%,-2%
Cc1ccc(-n2nnnc2CNC(=O)C2CC(=O)N(c3ccccc3)C2)cc1C (centres undefined),-2%&4%,0%,15%,0%,i,?,7%,-0.7%&-0.4%,3%&-13%
Cc1ccc(C2=CSC3=NS(=O)(=O)CCN23)cc1C,0%,7%,10%,13%,i,-1%,-18%,-0.4%,-3%
CN(C)C(CNS(=O)(=O)c1ccc(Br)cc1)c1cccnc1 (centres undefined),-4%,10%,?,-2%,i,-17%,-9%,-0.3%,-3%
Cc1ccc(Sc2c(C)nn(C(=O)C3CC3)c2C)cc1,0%,1%,-14%,-28%,i,7%,-6%,-0.6%,16%
CC(C)NS(=O)(=O)c1ccc(CCC(=O)N2CCCC2)cc1,4%,-3%,-6%,5%,i,1%,-6%,0.1%,-33%
CC(C)OCCCNCc1cccs1,-8%,-5%,1%,10%,i,4%,1%,-0.2%,0%
Nc1cc(N)nc(SCc2ccccc2Cl)n1,.,.,.,-18%,i,-11%,.,2.2%,-1%
CC(=O)OC[C@@H]1CN(Cc2ccccc2)C[C@H](n2cnc3c(NC(C)C)ncnc32)O1,.,.,.,3%,i,11%,-9%,0.2%,1%
CN(C)c1ccc(-c2cc([C@H]3[C@@H]4C=CCC[C@@]4(C)C(=O)N3Cc3ccccc3)ccc2F)cc1,-5%,11%,?,6%,i,-41%,-15%,6.9%,-20%
CCOC(=O)C1=NS(=O)(=O)NC(C)=C1,6%,0%,-2%,-14%,i,14%,-2%,-0.6%,-6%
CCN(CC)CCCNC(=O)C1c2cc(OC)c(OC)cc2C(=O)N(C)C1c1cccnc1 (centres undefined),2%,-3%,12%,-3%,i,-4%,-1%[11.3 µM],-0.2%,-2%
O=C(c1cnc(N2CCN(c3ccccn3)CC2)c2ccccc12)N1CCN(c2cccc(Cl)c2)CC1,-30%,28%[9.22 µM],5.8µM*,-12%,?,-16%,?,0.3%,0%
O=S1(=O)CC2N=C(N(Cc3c(F)cccc3Cl)c3ccccc3F)SC2C1 (centres undefined),11%,5%,-7%,4%,i,27%,1%,5.7%,-11%
COc1cc2c(cc1NC(=O)c1cccc(Br)c1)CCCC2,2%,14%,1%,-3%,i,8%,3%,13%,-28%

# Compound activity from PubChem.

# A portion of the library, so the mix of outcomes need not match the whole.
